BRCA1 expr act: qHTS Assay to Identify Small Molecule Activators of BRCA1 Expression; MCF7-BRCA1-FFLuc reporter, luminescence, 48 h; response scale: scaled: vehicle 0%, 10 µM genistein 100%; 1.1% of 380,000 active; AID 624202, 2012; Potency, µM (series often up to 46.1 µM), inactives show at the top dose activation, most hits filed as activators; also: nearly all actives have a fitted effect of over 80% in size; some results filed as inactive show a strong effect at the top dose
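Luminescence from a BRCA1-driven firefly luciferase in MCF7 cells was read after 48 h compound exposure at 37 C. Data normalized against DMSO and a 10microM genistein activation control, then curve-fitted across the titration.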
FLuc counter: qHTS profiling assay for firefly luciferase inhibitor/activator using purifed enzyme and Km concentrations of substrates (counterscreen for miR-21 project). purified FLuc, Km substrates, luminescence inhibition. Potency, µM (top dose mostly 57.5 µM), for inactives: at the highest dose activity change, negative = inhibition, most hits filed as inhibitors. 6.9% of 360,000 active;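 also: plate controls were vehicle for no effect and reference inhibitor for full effect; nearly all actives have a fitted effect of over 55% in size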
Target sequence (P08659 whole entry, looked up): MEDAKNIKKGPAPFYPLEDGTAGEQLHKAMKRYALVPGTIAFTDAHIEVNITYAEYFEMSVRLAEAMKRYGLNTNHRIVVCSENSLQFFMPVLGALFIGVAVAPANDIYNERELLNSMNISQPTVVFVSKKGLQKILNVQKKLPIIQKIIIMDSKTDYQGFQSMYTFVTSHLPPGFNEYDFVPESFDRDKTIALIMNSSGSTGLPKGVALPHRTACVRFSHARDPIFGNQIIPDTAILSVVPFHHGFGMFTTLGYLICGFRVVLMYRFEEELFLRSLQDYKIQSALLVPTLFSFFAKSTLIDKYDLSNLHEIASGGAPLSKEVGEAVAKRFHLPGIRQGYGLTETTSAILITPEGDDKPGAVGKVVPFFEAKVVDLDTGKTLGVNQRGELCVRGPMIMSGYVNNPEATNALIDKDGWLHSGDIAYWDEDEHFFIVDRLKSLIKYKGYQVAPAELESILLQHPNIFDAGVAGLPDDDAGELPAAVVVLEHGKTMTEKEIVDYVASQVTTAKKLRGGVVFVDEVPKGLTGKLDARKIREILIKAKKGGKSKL
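Purified P. pyralis luciferase, 10 nM final, with Km-level 10 uM D-luciferin and 10 uM ATP in 50 mM Tris acetate pH 7.5, 10 mM Mg acetate, 0.01% Tween-20, 0.05% BSA; 6-point qHTS titration about 60 µM downward; luminescence read.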
Rab9 promoter act: qHTS Assay for Rab9 Promoter Activators; AID 485297, 2010; 2.8% of 320,000 active; Huh7 Rab9 promoter-luciferase reporter, luminescence, 24 h; Potency, µM (series often up to 9.22 µM), for the others: top-dose activation, negative = inhibition, most hits filed as activators; also: % of control where 0% means no effect; nearly all actives have a fitted effect of over 60% in size
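Stable Rab9-luc Huh7, 1500 cells/well, 2 h settle; cmpd in DMSO, 24 h, 37 °C/5% CO2; luciferase reagent 10 min RT; luminescence.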
uPA generation: qHTS for Inhibitors of Cell Surface uPA Generation; Potency, µM (top dose mostly 38.3 µM), for the others: at the top dose activity change, negative = inhibition, most hits filed as inhibitors; cell surface uPA generation assay, qHTS; 0.31% of 330,000 active; AID 540303, 2011; active = well fitted inhibition curve with a large enough effect; inconclusive = small, poorly fitted or top-dose-only effect; inactive = no such curve, though single readings can be large or run the other way; tested in mouse RAW 264.7 cells; also: % is scaled to controls: 0 for no effect and ±100 for the full control effect; nearly all actives have a fitted effect of over 55% in size
MBNL1-CUG inh: qHTS Assay for Inhibitors of MBNL1-poly(CUG) RNA binding; 0.036% of 280,000 active; TR-FRET MBNL1-His/biotin-(CUG)12 binding, 665/545 ratio; Potency, µM (series often up to 57.5 µM), inactives show at the top dose activity change, negative = inhibition, actives largely listed as inhibitors; Muscleblind-like protein 1 (Homo sapiens), Q9NR56; active = well fitted inhibition curve with a large enough effect in the signal ratio, with a control signal flat, not every such curve was filed as active; inconclusive = small, poorly fitted or top-dose-only effect, or effect the other way, or a change in a side signal; inactive = no such curve, though single readings can be large or run the other way; the % refers to the signal ratio; also: % is scaled to controls: 0 for no effect and ±100 for the full control effect
Target sequence (Q9NR56 whole entry, looked up): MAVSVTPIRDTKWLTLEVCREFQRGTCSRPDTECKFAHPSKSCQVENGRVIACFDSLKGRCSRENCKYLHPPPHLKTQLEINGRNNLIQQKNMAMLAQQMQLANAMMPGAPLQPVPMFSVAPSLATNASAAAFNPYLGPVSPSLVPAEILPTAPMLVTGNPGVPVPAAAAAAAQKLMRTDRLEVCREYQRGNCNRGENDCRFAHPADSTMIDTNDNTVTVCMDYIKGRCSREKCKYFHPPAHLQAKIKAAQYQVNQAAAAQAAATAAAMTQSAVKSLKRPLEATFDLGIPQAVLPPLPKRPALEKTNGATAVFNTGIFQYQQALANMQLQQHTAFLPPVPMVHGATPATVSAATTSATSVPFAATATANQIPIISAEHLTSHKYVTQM
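His-tagged MBNL1 binding to biotinylated (CUG)12 RNA was measured by TR-FRET using terbium anti-His antibody (0.055 ng/ul final) and streptavidin-XL665 (5 nM final). Compounds were titrated 92 nM to 58 uM; 60 min at room temperature.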
p53 reactivation: qHTS assay for re-activators of p53 using a Luc reporter; H1299 p53-A138V BP100-luciferase reporter, luminescence, 24 h; Potency, µM (highest dose often 92.2 µM), inactives show top-dose activity change, positive = activation, most hits filed as activators; 0.063% of 320,000 active; AID 504706, 2011; also: % of control where 0% means no effect; nearly all actives have a fitted effect of over 45% in size
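p53-null H1299 cells stably carrying temperature-sensitive p53-A138V and a BP100-luciferase reporter were pinned with compounds (4-point, 1:5 series) and held 24 hrs at 37 deg C. Luminescence was read 10 min after detection reagent.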
NPC1 promoter act: qHTS Assay for NPC1 Promoter Activators; Huh7 NPC1 promoter luciferase reporter, 24 h; Potency, µM (top dose mostly 9.22 µM), for inactives: at the highest dose activation, actives largely listed as activators; 2.4% of 320,000 active; AID 485313, 2010;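 also: % of control where 0% means no effect; nearly all actives have a fitted effect of over 60% in size; reporter is driven by a mutant NPC1 promoter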
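Quantitative HTS used a cell-based reporter: Huh7 cells stably bearing the NPC1 promoter upstream of luciferase were treated with compounds for 24 h, and promoter activation was read as luminescence.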
RORgamma inh: qHTS for inhibitors of ROR gamma transcriptional activity; Nuclear receptor ROR-gamma (Mus musculus), P51450; Drosophila S2 Gal4-RORgamma UAS-luciferase reporter, 20 h; Potency, µM (top dose mostly 53.6 µM), for inactives: top-dose activity change, negative = inhibition, most hits filed as inhibitors; 5.4% of 310,000 active; AID 2551, 2010; also: % is scaled to controls: 0 for no effect and ±100 for the full control effect; nearly all actives have a fitted effect of over 60% in size
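In this cell-based reporter format, copper sulfate (700 uM final) drives Gal4–ROR gamma fusion expression from a metallothionein promoter in Drosophila Schneider cells; compounds preincubated 1 hr, reporter read after 20 hr at ambient temperature.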
ELG1 genotox: qHTS screen for small molecules that induce genotoxicity in human embryonic kidney (HEK293T) cells expressing luciferase-tagged ELG1; HEK293T ELG1-luciferase reporter, luminescence, 16 h; AID 504466, 2011; 1.3% of 330,000 active; Potency, µM (doses to about 46 µM), for inactives: at the highest dose activity change, positive = activation, actives largely listed as activators; also: % of control where 0% means no effect; nearly all actives have a fitted effect of over 60% in size
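Quantitative HTS format in 1536-well plates. HEK293T ELG1-luciferase reporter cells receive test compound and are incubated 16 hr at 37 °C, 5% CO2; ONE-Glo added, 30 min room temperature, then luminescence read.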
Gal4-VP16 FLuc: VP16 counterscreen qHTS for inhibitors of ROR gamma transcriptional activity; Drosophila S2 Gal4-VP16 UAS-luciferase, luminescence, 20 h; Potency, µM (doses to about 53.6 µM), for the others: at the top dose activity, negative = inhibition, most hits filed as inhibitors; 3.5% of 310,000 active;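 also: Gal4-VP16 expression switched on by copper sulfate through the metallothionein promoter; % is scaled to controls: 0 for no effect and ±100 for the full control effect; nearly all actives have a fitted effect of over 50% in size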
The depositor's hits bear a star; ? = inconclusive; / = no result given; [ ] = remark or other dose. Unless noted, calls follow the shape of the dose curve; as a rule, active = well fitted curve in the direction sought with a large enough effect; inconclusive = small, poorly fitted or top-dose-only effect, or another doubt; inactive = no such curve, though single readings can be large; an effect the other way counts as inactive or inconclusive. Potency is read from the fitted curve at half-maximal effect.

SMILES	BRCA1 expr act	FLuc counter	Rab9 promoter act	uPA generation	MBNL1-CUG inh	p53 reactivation	NPC1 promoter act	RORgamma inh	ELG1 genotox	Gal4-VP16 FLuc
COCCNC(=O)C(c1ccccc1F)N(C(=O)C(=O)NC1CCCC1)C1CCCCC1 (stereo unspecified)	-1%	-3%	0%	-5%	3%	3%	-1%	-5%	2%	-5%
CC(NC(=O)C12CC3CC(C1)CC(n1cncn1)(C3)C2)C12CC3CC(CC(C3)C1)C2 (stereo unspecified)	-22%	5%	0%	-3%	1%	9%	-1%	-12%	-5%	-15%
CCOc1ccccc1Oc1c(C)oc2c(CN3CCN(C)CC3)c(O)ccc2c1=O	2%	6%	-6%	1%	-8%	-14%	1%	-1%	0%	2%
Cc1cc(C)n(-c2nc(-c3ccccc3)cs2)n1	-13%	9.5µM*	?	1%	2%	?	26%	?	18µM*	-23%
CCOc1ccc(NC(=O)CC2C(=O)NCCN2C(=O)c2ccc(Cl)cc2)cc1 (stereo unspecified)	-10%	2%	-12%	1%	11%	-2%	-5%	13%	0%	1%
Cc1ccc(OCCCc2c(C)n[nH]c2C)cc1	5%	-2%	0%	-6%	0%	3%	-5%	11µM*	-5%	?
O=C(NC1CCCCC1)C(c1ccc(F)cc1)N(Cc1ccco1)C(=O)Cn1nnc2ccccc21 (stereo unspecified)	-47%	-1%	0%	-11%	-5%	9%	1%	0%	1%	-6%
COCCCN1C(=O)C(=O)/C(=C(/O)c2ccc(OC)cc2)C1c1ccc(O)c(OC)c1 (stereo unspecified)	-24%	0%	8%	1%	26%	0%	0%	-6%	3%	1%
CC(=O)Nc1c([N+](=O)[O-])cc2[nH]c(=O)[nH]c2c1[N+](=O)[O-]	3%	2%	-1%	2%	?	1%	-3%	-1%	0%	-11%
COc1ccc2nc(N3C(=O)CC(Cc4cc(C)cc(C)c4)C3=O)sc2c1 (stereo unspecified)	-5%	-11%	-18%	0%	-10%	-1%	-1%	?	-5%	-11%
COc1ccc(C2SCC(=O)N2Cc2ccccc2)cc1 (stereo unspecified)	0%	0%	0%	0%	-6%	/	1%	-4%	-1%	0%
COC1CCCCC1NS(=O)(=O)c1ccccc1 (stereo unspecified)	7%	2%	1%	8%	-1%	4%	-3%	1%	-3%	1%
CC(C)N(CC(N)=O)C(=O)c1sc2cc(F)ccc2c1Cl	-1%	-2%	-6%	3%	-2%	-1%	-4%	0%	-1%	-4%
COc1ccc(NC(=S)Nc2ccccc2SC)c(OC)c1	-7%	-5%	2%	/	-7%	3%	-9%	11µM*	0%	?
COc1cccc(OC)c1OCCCOc1ccc([N+](=O)[O-])cc1Cl	-19%	-3%	3%	1%	/	5%	5%	-8%[10 µM]	-7%	-6%
Cc1noc(C)c1S(=O)(=O)Nc1ccc(C(C)C)cc1	0%	1%	-2%	-14%	-4%	4%	-3%	-32%	0%	-7%
O=C1CCC2S/C(=C/Nc3ccc(C(F)(F)F)cc3)C(=O)N12 (stereo unspecified)	-100%	15µM*	-38%[inhibitor]	-5%	/	-13%	-30%[inhibitor]	1.3µM*	-13%	?
O=c1[nH]c(/C=C/c2ccc(Br)cc2)nc2c1cnn2-c1ccccc1	/	0%	-9%	/	41%[activator]	-3%	-1%	-22%	0%	-7%
O=C(O)CN1C(=O)/C(=C\c2cccc(OCc3ccc(F)cc3)c2)SC1=S	60%	?	4%	-1%	18%	9%	-1%	-1%	0%	9%
COc1ccc(Nc2ncc(C(=O)N3CCN(Cc4ccccc4)CC3)c3ccccc23)cc1	-106%[inhibitor]	19µM*	-8%	-15%	-10%	3%	1%	-2%	-9%	1%
Cc1nc([N+](=O)[O-])cn1CCCCN1C(=O)c2ccccc2C1=O	-5%	-3%	-2%	35%[activator]	10%	/	-5%	7%	-1%	-2%
CNS(=O)(=O)c1cc2c3c(cccc3c1)C(=O)NC2=O	-24%	3%	-1%	7.1µM*	?	-2%	-4%	17%	11%	1%
NC(=O)CSC1=N/C(=C\c2ccco2)C(=O)N1c1ccc(OC(F)F)cc1	-32%	5%	2%	-16%	?	-6%	-2%	?	-12%	?
O=C(Nc1ccc(Cl)c(Cl)c1)N(CCCN1CCOCC1)Cc1cccs1	2%	-1%	-4%	-28%	-3%	0%	0%	-15%	-12%	1%
NC(=O)CC(NC(=O)Cc1cccc2ccccc12)c1ccc(N2CCC(Br)CC2)c([N+](=O)[O-])c1 (stereo unspecified)	-13%	2%	0%	11%	-2%	-6%	-3%	3%	-1%	9%
Continued.
SMILES	BRCA1 expr act	FLuc counter	Rab9 promoter act	uPA generation	MBNL1-CUG inh	p53 reactivation	NPC1 promoter act	RORgamma inh	ELG1 genotox	Gal4-VP16 FLuc
COc1ccc(NC(=O)CSc2n[nH]c(-c3ccccn3)n2)cc1	-81%	?	1%	-16%	-2%	22%	-2%	16µM*	-1%	?
COc1cc(C(=O)N2CCC(n3cnc4cc(F)ccc43)CC2)cc(OC)c1OC	5%	3%[2.3 µM]	7%	0%	-6%	-6%	-7%	6%	-2%	-5%
Cc1cccc(C)c1N(CC(=O)Nc1cc(Cl)ccc1Oc1ccccc1)S(C)(=O)=O	-66%	-1%	-3%	-4%	4%	3%	1%	23%	-3%	8%
CNc1nnc(C(F)(F)F)s1	-10%	-2%	1%	8%	-11%	0%	-6%	22%	-2%	21%
CCN(CC(=O)Nc1ccccc1C(F)(F)F)C(=O)Cn1c(=O)cnc2ccccc21	14%	-1%	1%	2%	/	6%	-1%	/	1%	/
O=C1N=NC(=O)N1c1ccccc1	21%	-1%	15%	-2%	3%	/	3%	1%	4%	2%
O=C1CC(c2ccc(Cl)cc2)CC(O)=C1C=NCCO (stereo unspecified)	-6%	-6%	0%	0%	0%	3%	-5%	1%	-2%	3%
Cc1cc(OCCN2CCCCC2)nc2ccccc12	16%	5%	1%	3%	2%	-5%	-2%	-24%	2%	15%
O=C(NCc1ccccc1F)C1CCCN1C(=O)NC1CCCCC1 (stereo unspecified)	-3%	4%	-7%	3%	6%	-7%	-2%	10%	4%	1%
Oc1ccc(-c2nc3cnccn3c2Nc2ccc3c(c2)OCCO3)cc1	-34%	-1%	-9%	?	?	-2%	9%	27%	16%	0%
CN(Cc1cccc2ncccc12)C(=O)CC1C(=O)NCCN1Cc1ccc(F)cc1 (stereo unspecified)	1%	3%	-19%	5%	23%	-1%	-1%	11%	-3%	0%
CCOC(=O)C1=C(C)Nc2nnnn2C1c1ccccc1Cl (stereo unspecified)	-10%	-6%	17%	5%	-18%	-7%	4%	33%	-1%	-26%
O=C1NC2(CCCCCC2)C(=O)N1Cc1ccc([N+](=O)[O-])cc1	-26%	0%	-5%	15%	?	2%	1%	37%	0%	17%
CCOC(=O)[C@H]1[C@H]2COc3ccccc3[C@@H]2N2C(=O)c3ccc(C)cc3NC(=O)[C@@]12C	-2%	4%	8%	-13%	/	-6%	-2%	/	3%	/
O=C(c1cc(C2CC2)nn1-c1ccccc1)N1CCN(c2ccc(O)cc2)CC1	-20%	1%	-2%	-24%	/	-4%	15%	/	-3%	/
COc1ccc(/C=C2\SC(=O)N(CCC(=O)NCCCn3ccnc3)C2=O)cc1	90%	13µM*	30%	-19%	?	?	?	-7%	?	0%
CC(C)NC(=O)Nc1ccc2c(c1)C(=O)N([C@H](C)CO)C[C@H](C)[C@@H](CN(C)C(=O)Nc1ccc3c(c1)OCO3)O2	14%	/	/	0%	/	4%	/	/	2%	/
O=c1c2c(n3cnnc3n1C1CCCCC1)-c1ccccc1CC21CCCCC1	2%	8%	-1%	11%	1%	-3%	-5%	24%	-5%	-9%
Cc1ccn2cc(CCNS(=O)(=O)c3ccc([N+](=O)[O-])cc3)nc2c1	-15%	-3%	2%	2%	?	0%	-6%	-7%	-9%	-4%
Cc1cc(C(=O)OCCO)c(C#N)c(N)n1	-15%	5%	-7%	3%	18%	7%	0%	-14%	3%	-2%
Cc1ccn2c(CNCCCn3cccn3)c(C(=O)N3CCCCCC3)nc2c1	-5%	5%	0%	-3%	3%	-1%	-3%	-3%	-5%	-1%
CCOC(=O)Cc1csc(NC(=O)CSc2nc(C)cc(C)n2)n1	-14%	/	/	-3%	/	-6%	/	/	-3%	/
Cc1cc(C(=O)COC(=O)CCc2nc3ccccc3c(=O)[nH]2)c(C)n1CC1CCCO1 (stereo unspecified)	-9%	?	-4%	3%	?	-2%	0%	1%	8%	-13%

Given with values under each structure: entries from further up.
Second line of a record: BRCA1 expr act | FLuc counter | Rab9 promoter act | uPA generation | MBNL1-CUG inh | p53 reactivation | NPC1 promoter act | RORgamma inh | ELG1 genotox | Gal4-VP16 FLuc
- COC1CCCCC1NS(=O)(=O)c1ccccc1 (stereo unspecified)
 : 7% | 2% | 1% | 8% | -1% | 4% | -3% | 1% | -3% | 1%
- O=c1[nH]c(/C=C/c2ccc(Br)cc2)nc2c1cnn2-c1ccccc1
 : / | 0% | -9% | / | 41%[activator] | -3% | -1% | -22% | 0% | -7%
